RGS4 act: RGS4 potentiation or activation | HEK293 M3R/inducible RGS4, carbachol calcium flux Fluo4; hits give low values | B-score at 10 µM | 310,000 tested, 0.92% active | AID 463111;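 active means B-score of the integrated calcium signal more than 4 SD below the library mean, with starting fluorescence not abnormally high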;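 further: negative B-score means reduced calcium response which marks RGS4 activation or potentiation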
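System: HEK293 FlpIn-TREx cells, stable M3R, doxycycline-inducible RGS4. Timing: overnight RGS4 induction, 30 min dye load 37 °C, 20 min compound RT. Also added: carbachol, ECmax concentration. Measured by: Fluo4 fluorescence kinetic imaging of calcium. Evaluation: integrated calcium ratio converted to B score.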
TMEM16A inh: inhibitors of mouse TMEM16A calcium-activated chloride channel; 310,000 tested, 1.2% active; HEK293 TMEM16A/YFP iodide influx fluorescence, ionomycin; normalized B-score (activity score, 25-100; higher = stronger inhibition) at 10 µM; AID 588511;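 active means ratio plate-corrected score three or more library SD toward inhibition, starting fluorescence score within five deviations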;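 further: score derived from kinetic fluorescence span divided by baseline fluorescence per well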
ANO1 activ: mouse TMEM16A channel activation, primary screen; Q8BHY3; AID 623877; 340,000 tested, 0.3% active; HEK293 TMEM16A/YFP-H148Q/I152L, iodide quench fluorescence; hits give low values; B-score at 10 µM;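 active means fluorescence-ratio B-score plate-corrected deviation score at least 3 library SD below zero, with starting fluorescence score within 5 deviations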;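 further: channel opened by trigger with iodide after compound preincubation; score built on the fluorescence ratio of max minus min over baseline; more negative score means more quench and so TMEM16A activation or potentiation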
MrgX1 ag: activates human MrgX1 receptor signaling. MrgX1-HEK293 cells, Fluo-4 calcium fluorescence, agonist mode; hits give high values. B-score at 10 µM. AID 588627. Q96LB2. 310,000 tested, 0.44% active;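 active means calcium response B-score plate-corrected fluorescence ratio at least 3 library SD, with starting fluorescence B-score inside 5 SD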
Target sequence (Q96LB2 whole entry, looked up): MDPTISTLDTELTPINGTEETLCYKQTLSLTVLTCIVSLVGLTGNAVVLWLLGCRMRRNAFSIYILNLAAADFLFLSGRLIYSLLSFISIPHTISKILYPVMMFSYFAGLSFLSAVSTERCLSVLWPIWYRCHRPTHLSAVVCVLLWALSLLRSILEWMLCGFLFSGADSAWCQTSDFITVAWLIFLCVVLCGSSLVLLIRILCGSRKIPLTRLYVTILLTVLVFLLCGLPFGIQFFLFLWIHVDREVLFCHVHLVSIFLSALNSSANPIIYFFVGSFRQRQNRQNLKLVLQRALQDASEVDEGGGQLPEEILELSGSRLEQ
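Material: MrgX1-expressing HEK293 cells; input: 15,000 cells per well; doses: test compound given as first of three sequential additions; schedule: overnight plating before 1 h dye loading; technique: Fluo-4 NW calcium-flux fluorescence, kinetic read; evaluation: baseline-normalised fluorescence change ratio, B-scored; control set: plate-wise positive and negative controls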
MrgX1 PAM: human MrgX1 positive allosteric modulation, primary screen | Q96LB2 | MrgX1-HEK293, Fluo-4 calcium flux, FDSS; hits give high values | B-score at 10 µM | 310,000 tested, 0.63% active | AID 588675;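 active means plate-corrected calcium response at least 3 library SD above typical, normal starting fluorescence, not activating the receptor alone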;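 further: compound read alongside a low EC10 to EC30 dose of BAM8-22 agonist; peak minus trough fluorescence over baseline measured at the second addition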
TRPC6 inhibitor: blocks the mouse TRPC6 cation channel; HEK293-TRPC6, membrane potential dye, ACh-evoked depolarization; hits give low values; 310,000 tested, 1.1% active; AID 2553; Q61143; B-score at 10 µM;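 active means B-score under library mean minus 3 SD, initial fluorescence not abnormally high, positive integrated signal ratio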;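 further: B-score derived from integrated fluorescence ratio over the kinetic read; more negative B-score means stronger inhibition of depolarization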
MrgX1 antag: blocks BAM8-22 activation of human MrgX1 receptor; MRGX1-HEK293 calcium flux, Fluo-4, BAM8-22 antagonism; hits give low values; B-score at 10 µM; 310,000 tested, 1.3% active; AID 588676;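 active means calcium-response B-score plate-corrected more than 3 library SD below zero, starting fluorescence within 5 deviations, no agonist response on first addition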;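 further: peak minus trough fluorescence over baseline after final BAM8-22 challenge near maximal dose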
HDAC3 inhib: blocks human histone deacetylase 3; inhibition, % at 8.3 µM; O15379; AID 2718; recombinant HDAC3, fluorogenic peptide/trypsin coupled, fluorescence; 320,000 tested, 0.15% active; in the data active means inhibition above about 26%, passing the limit was not always enough
Target sequence (O15379 whole entry, looked up): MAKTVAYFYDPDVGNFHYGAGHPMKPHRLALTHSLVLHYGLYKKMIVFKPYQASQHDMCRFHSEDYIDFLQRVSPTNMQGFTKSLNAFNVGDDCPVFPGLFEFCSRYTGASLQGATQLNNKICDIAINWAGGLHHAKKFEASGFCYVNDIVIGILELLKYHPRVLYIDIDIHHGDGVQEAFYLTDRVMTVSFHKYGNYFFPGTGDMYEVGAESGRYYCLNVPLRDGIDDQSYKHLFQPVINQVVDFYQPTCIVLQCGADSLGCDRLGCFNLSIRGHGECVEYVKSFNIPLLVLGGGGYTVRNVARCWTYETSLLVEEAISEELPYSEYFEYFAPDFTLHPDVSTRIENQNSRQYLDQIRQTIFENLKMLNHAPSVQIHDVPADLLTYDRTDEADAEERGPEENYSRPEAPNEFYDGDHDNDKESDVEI
RGS4 inh: human RGS4 inhibition | P49798 | HEK293 M3R/RGS4 inducible, Fluo-4 calcium flux; hits give high values; triggered by carbachol at its EC20 | B-score at 10 µM | 310,000 tested, 0.45% active;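 active means B-score, a plate-corrected calcium signal, over three deviations above library mean, with baseline fluorescence within five deviations of library mean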;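 further: RGS4 expression induced by doxycycline in cells with stable M3 receptor; B-score is computed from the integrated fluorescence ratio over baseline after carbachol; higher B-score means a larger calcium signal and so more RGS4 inhibition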
Target sequence (P49798 whole entry, looked up): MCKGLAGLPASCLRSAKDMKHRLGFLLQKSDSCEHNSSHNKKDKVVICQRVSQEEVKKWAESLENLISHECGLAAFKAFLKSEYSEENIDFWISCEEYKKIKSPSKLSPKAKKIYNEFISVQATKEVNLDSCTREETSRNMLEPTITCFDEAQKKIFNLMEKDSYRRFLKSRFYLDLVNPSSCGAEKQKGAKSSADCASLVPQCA
TRPC6 act: mouse TRPC6 channel activation. Q61143. B-score at 10 µM. HEK293-TRPC6 membrane potential dye fluorescence; hits give high values. 310,000 tested, 0.13% active. AID 2550;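 active means B-score of the integrated fluorescence ratio above library mean plus 3 SD, and starting fluorescence ratio within library mean plus 5 SD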;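 further: higher score means more depolarization so channel activation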
SKKanGAS inh: blocks kanamycin growth of S. pyogenes SKKanGAS strain. 300,000 tested, 1.3% active. BacTiter-Glo, 6 h. inhibition, % at 7.5 µM;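 active means mean replicate score, as percent of positive control median, at least 50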;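 further: strain carries kanamycin resistance gene driven by streptokinase promoter and grows in 40 µg/ml kanamycin; loss of luminescence reflects streptokinase promoter inhibition or plain growth inhibition; 0% = median of DMSO wells and 100% = positive control at its reference dose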
Active calls of the source: *; i = inactive; · = no result given. Outcome played no part in choosing rows; overall some 6.7% were active at least once.

Order of results – SKKanGAS inh | RGS4 act | TMEM16A inh | RGS4 inh | MrgX1 ag | MrgX1 antag | TRPC6 inhibitor | TRPC6 act | MrgX1 PAM | HDAC3 inhib | ANO1 activ
Cc1ccc(-c2c(C(=O)N3CCOCC3)oc(=O)c3ccccc23)cc1
  0 | i | i | i | i | i | i | i | i | -2 | i
Nc1ccc(C(=O)Nc2ccc3nc(-c4cccnc4)[nH]c3c2)cc1
  -14 | i | i | i | i | i | i | i | i | 10 | i
Cc1nc2ccc(C(=O)N3CCN(c4ccccc4)CC3)cc2s1
  9 | i | i | i | i | i | i | i | i | 9 | i
Cc1cc(NC(=S)N(Cc2cccc(Br)c2)CC2CCC(C(=O)O)CC2)ccc1Cl (centres undefined)
  23 | i | · | i | · | · | i | i | · | · | i
CNS(=O)(=O)c1cccc(C(=O)OCC(=O)N2CCCC2)c1
  5 | i | i | i | i | i | i | i | i | -5 | i
CC(C)(C)n1nc2c(c1NC(=O)c1cc3ccccc3o1)CS(=O)(=O)C2
  -5 | i | i | i | i | i | i | i | i | 0 | i
OCCN1CCN(C(=S)Nc2cccc(C(F)(F)F)c2)CC1
  -3 | i | i | i | i | i | i | i | i | 3 | i
COc1cccc(OCc2cc(C(=O)NCc3cnc4ccccn34)no2)c1
  4 | i | i | i | i | i | i | i | i | -2 | i
O=c1cc(COn2nnc3ccc(C(F)(F)F)cc32)nc2sccn12
  -1 | i | i | i | i | i | i | i | i | 1 | i
Cc1ccccc1CSCc1nc(N)nc(Nc2ccccc2C)n1
  -1 | i | i | i | i | i | i | i | i | 4 | i
CN(C)CCNc1ncnc2sc(-c3ccccc3)cc12
  0 | i | i | i | i | i | i | i | i | 2 | i
COCCN(CCOC)S(=O)(=O)c1ccc(C(=O)Nc2c(C)n(C)n(-c3ccccc3)c2=O)cc1
  7 | i | i | i | i | i | i | i | i | 4 | i
CCCC(C)C(=O)Nc1ccc(S(=O)(=O)N2CCCC2)cc1 (centres undefined)
  3 | i | i | i | i | i | i | i | i | -2 | i
Cc1ccccc1OCC(=O)Nc1ccc(S(=O)(=O)Nc2ccccn2)cc1
  1 | i | i | i | i | i | i | i | i | 2 | i
CC(=O)N1c2ccc(S(=O)(=O)NCCC(=O)Nc3ccc(C)c(Cl)c3)cc2CC1C (centres undefined)
  -3 | i | i | i | i | i | i | i | i | 3 | i
COC(C(=O)Nc1ccccc1C(=O)N1CCOCC1)c1ccccc1 (centres undefined)
  1 | i | i | i | i | i | i | i | i | -4 | i
Cc1ccc(CNC(=O)C2CC3Cn4c(nc5ccccc54)C3N2C)o1 (centres undefined)
  -1 | i | i | i | i | i | i | i | i | -6 | i
Cc1cccc(N(CC(=O)N2CCCCCC2)S(C)(=O)=O)c1C
  -2 | i | i | i | i | i | i | i | i | 0 | i
O=C(NC(N1CCOCC1)C(Cl)(Cl)Cl)c1ccc(F)cc1 (centres undefined)
  10 | i | i | i | i | i | i | i | i | · | i
N#Cc1ccccc1NC(=O)COc1ccc2c(c1)OCO2
  1 | i | i | i | i | i | i | i | i | 1 | i
COc1cccc(C(=O)NC(=S)Nc2ccccc2N2CCOCC2)c1
  39 | i | i | i | i | i | i | i | i | 3 | i
CC(C)Cc1ccc(CN2CCCC(NC(=O)c3cnc4ccccn4c3=O)C2)cc1 (centres undefined)
  -2 | i | 25* | i | i | i | i | i | i | -11 | i
N#Cc1c(N)nc2c(c1-c1ccccc1)CCC2
  -5 | i | i | i | i | i | i | i | i | -29 | i
CN(Cc1ccccc1)C(=O)Cn1c(=O)oc2cc(S(=O)(=O)N3CCCC3)ccc21
  0 | i | i | i | i | i | i | i | i | -6 | i
CC(C)CN(CC(C)C)C(=O)CN1C(=O)NC2(CCc3ccccc3C2)C1=O (centres undefined)
  -1 | i | i | i | i | i | i | i | i | 6 | i
COc1ccc(-c2nc(N)nc(C)c2Oc2ccccc2Br)c(O)c1
  · | · | i | · | i | i | · | · | i | -2 | i
COc1cccc(C2=CC(c3ccc(OC)c(OC)c3)NC(=S)N2)c1 (centres undefined)
  5 | i | i | i | i | i | i | i | i | 3 | i
COC(=O)c1c(-c2ccccc2)csc1NC(=O)CSc1ncnc2sc(C)c(C)c12
  3 | i | i | i | i | i | i | i | i | 6 | i
Cc1ccc2nsnc2c1N(S(C)(=O)=O)S(C)(=O)=O
  3 | i | i | i | i | i | i | i | i | · | i
Cc1cc(NC(=O)CSCC(=O)N(c2cccc(Cl)c2)C(C(=O)NC2CCCCC2)c2ccc(O)c(O)c2)no1 (centres undefined)
  -1 | i | i | i | i | i | i | i | i | -1 | i

Additional structures
Order of results – SKKanGAS inh | RGS4 act | TMEM16A inh | RGS4 inh | MrgX1 ag | MrgX1 antag | TRPC6 inhibitor | TRPC6 act | MrgX1 PAM | HDAC3 inhib | ANO1 activ
Cc1c(-c2nc(-c3ccc(C(F)(F)F)cc3)no2)n(C)oc1=O
  -1 | i | i | i | i | i | i | i | i | -2 | i
O=C(NCc1ccccc1)C12CC3CC(CC(Cl)(C3)C1)C2
  1 | i | i | i | i | i | i | i | i | -3 | i
CCOc1cc(/C=N/NC(=O)CNc2cccc(C)c2)ccc1OC(=O)c1ccccc1
  32 | i | i | i | i | i | i | i | i | 18 | i
O=C1/C(=C/Nc2ccc3c(c2)OCO3)CCc2ccccc21
  17 | i | i | i | i | i | i | i | i | -5 | i
ClCCN1C2=NCCCN2c2ccccc21
  4 | i | i | i | i | i | i | i | i | -3 | i
COC(=O)c1ccc([C@H]2CC(=O)O2)cc1
  10 | i | i | i | i | i | i | i | i | -7 | i
Cc1nn2cc(-c3ccc(Cl)cc3)nc2s1
  -1 | i | i | i | i | i | i | i | i | -3 | i
CCOC(=O)C1(Cc2ccc(OC)cc2)CCN(C(=O)C2CC(=O)N(C3CC3)C2)CC1 (centres undefined)
  -8 | i | i | i | i | i | i | i | i | 1 | i
O=C(O)c1ccccc1-c1ccc(/C=C2\SC(=O)N(c3ccccc3)C2=O)o1
  3 | i | i | i | i | i | i | i | i | 5 | i
CCOC(=O)c1nc(C)n(-c2ccc(Cl)cc2Cl)n1
  3 | i | i | i | i | i | i | i | i | 2 | i
c1ccc2c(Cn3ccnc3)c[nH]c2c1
  3 | i | i | i | i | i | i | i | i | -13 | i
COc1ccc(NC(=O)COC(=O)CNS(=O)(=O)c2ccc(C)cc2)c(OC)c1
  -2 | i | i | i | i | i | i | i | i | -5 | i
COc1ccc(N2CCN(C(=O)CCC(=O)c3cc(C)sc3C)CC2)cc1
  2 | i | i | i | i | i | i | i | i | 1 | i
CCOC(=O)CCNC(=O)CCNC(=O)C(c1ccccc1)c1ccccc1
  -4 | i | i | i | i | i | i | i | i | -1 | i
CC(Oc1ccc(Cl)cc1)c1ccnn1S(=O)(=O)c1ccc(Cl)cc1 (centres undefined)
  29 | i | i | i | i | i | i | i | i | 8 | i
Cc1ncsc1C(=O)N1CCCC(CNS(=O)(=O)c2cccs2)C1 (centres undefined)
  9 | i | i | i | i | i | i | i | i | 1 | i
CC1(c2nnc(-c3cccc(Cl)c3)o2)CC(c2ccc(OC(F)(F)F)cc2)=NO1 (centres undefined)
  0 | i | i | i | i | i | i | i | i | 5 | i
O=C(N/N=C/c1cccnc1)c1ccc(F)cc1
  -2 | i | i | i | i | i | i | i | i | 12 | i
Cc1cc(Cl)ccc1N(CC(=O)NCCSCc1ccco1)S(C)(=O)=O
  -3 | i | i | i | i | i | i | i | i | 6 | i
CCOc1ccc(NC(=O)CSc2nc(-c3cccs3)cc(C(F)(F)F)n2)c([N+](=O)[O-])c1
  0 | i | i | i | i | i | i | i | i | 0 | i
COCCNC(=O)CC(=O)N/N=C/c1ccc(C(=O)OC)cc1
  -7 | i | i | i | i | i | i | i | i | 4 | i
C/C(Cl)=C\Cn1c(Nc2ccccc2)nc2c1c(=O)n(C)c(=O)n2C
  -3 | i | i | i | i | i | i | i | i | 1 | i
Cc1cccc(Cl)c1NNC(=O)Nc1c([N+](=O)[O-])c(C)nn1C
  4 | i | i | i | i | i | i | i | i | -3 | i
CCOC(=O)C1=C(COC(=O)c2ccc(C)s2)NC(=O)NC1C (centres undefined)
  -7 | i | i | i | i | i | i | i | i | 5 | i
Cc1cc2c(c(C)nn2-c2ccccc2)c(=O)o1
  -5 | i | i | i | i | i | i | i | i | 1 | i
Nc1ccc(-c2ccc(N)cc2C(F)(F)F)c(C(F)(F)F)c1
  60* | i | i | i | i | i | i | i | i | 13 | i
Cc1oc(-c2ccccc2F)nc1CS(=O)CC(=O)NCCN1CCCCC1C (centres undefined)
  -4 | i | i | i | i | i | i | i | i | 4 | i
COC(=O)C1=C(C)N(C)C(=S)NC1c1ccc(OC)cc1OC (centres undefined)
  -8 | i | i | i | i | i | i | i | i | 0 | i
COc1ccc(NC(=O)CC(c2ccc(F)cc2)c2ccc(OC(C)C)cc2)cc1 (centres undefined)
  13 | i | i | i | i | i | i | i | i | 2 | i
Cc1ccnc(N2C3CCC2CC(O)(c2ccccc2)C3)n1 (centres undefined)
  -14 | i | i | i | i | i | i | i | i | -5 | i

Next section
Order of results – SKKanGAS inh | RGS4 act | TMEM16A inh | RGS4 inh | MrgX1 ag | MrgX1 antag | TRPC6 inhibitor | TRPC6 act | MrgX1 PAM | HDAC3 inhib | ANO1 activ
Cc1ccc(N2CCN(CC(O)COc3ccc([N+](=O)[O-])cc3)CC2)cc1 (centres undefined)
  5 | i | i | i | i | i | i | i | i | -1 | i
CC1CCCC(C)N1C(=O)CSc1ncccn1 (centres undefined)
  -9 | i | i | i | i | i | i | i | i | -4 | i
O=C(O)C1CCC(c2ccc(-c3ccccc3)cc2)CC1 (centres undefined)
  5 | i | i | i | i | i | i | i | i | -2 | i
Cc1ccc(S(=O)(=O)N(CC(=O)N2CCC(C(N)=O)CC2)c2cccc(C(F)(F)F)c2)cc1
  -2 | i | i | i | i | i | i | i | i | 1 | i
CCN(CC)C(=O)CSc1nc2ccc(NC(=O)CSc3nnc(COc4ccccc4C)n3C)cc2s1
  28 | i | i | i | i | i | i | i | i | -3 | i
Cc1ccc(NC(=O)C2C3CCCC2C3c2ccccc2)cc1 (centres undefined)
  3 | i | i | i | i | i | i | i | i | 6 | i
O=C1NC(c2ccc(Br)cc2)Nc2sc3c(c21)CCC3 (centres undefined)
  7 | i | i | i | i | i | i | i | i | -3 | i
O=C(CCN1C(=O)c2ccccc2C1=O)OCN1C(=O)c2ccccc2C1=O
  -5 | i | i | i | i | i | i | i | i | -1 | i
